# Screens (PubChem)
# Yeast lifespan up – yeast lifespan extension | S. cerevisiae growth with nicotinamide, OD615; deaD strain in restrictive glucose medium | actives 0.68% (n = 130,000) | inhibition of the nicotinamide effect, % at 10 µM;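 active = inhibition above a set limit, placed 3 SD over the median of all compounds, cut at about 26% in these data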;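 note: 0% = nicotinamide-treated wells and 100% = cells grown without nicotinamide; some compounds called inactive have numbers as strong as hits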
#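 Buffer or medium: CSMM-D glucose medium, restrictive; test system: modified budding yeast, DeaD strain; compound: single dose 10 µM compound, 0.25% DMSO; schedule: culture preincubation 4 h, compound exposure 48 h, both 30 °C; detection: optical density (absorbance) at 615 nm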
# HCT116 PTEN-null – PTEN-deleted cell growth suppression | viability, % at 10 µM | HCT116 PTEN-null viability, CellTiter-Glo, 60 h; stronger effect = lower value | actives 1.2% (n = 140,000);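 active = viability at or below a set limit, 4 SD under the median of all tested compounds, cut at about 3.7% in these data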;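 note: PTEN knockout HCT116 line with beta catenin targeted HCT116 as companion control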
# GALR2 blocker – GALR2 (human) receptor antagonism | GALR2-expressing cells, antagonist mode | inhibition, % at 4 µM | actives 0.39% (n = 140,000) | AID 828; in the data active = inhibition above about 27%;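 note: cells stimulated with galanin 1-16 at roughly its EC80; 0% = agonist challenge control and 100% = basal control without agonist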
# Target sequence (O43603 whole entry, looked up): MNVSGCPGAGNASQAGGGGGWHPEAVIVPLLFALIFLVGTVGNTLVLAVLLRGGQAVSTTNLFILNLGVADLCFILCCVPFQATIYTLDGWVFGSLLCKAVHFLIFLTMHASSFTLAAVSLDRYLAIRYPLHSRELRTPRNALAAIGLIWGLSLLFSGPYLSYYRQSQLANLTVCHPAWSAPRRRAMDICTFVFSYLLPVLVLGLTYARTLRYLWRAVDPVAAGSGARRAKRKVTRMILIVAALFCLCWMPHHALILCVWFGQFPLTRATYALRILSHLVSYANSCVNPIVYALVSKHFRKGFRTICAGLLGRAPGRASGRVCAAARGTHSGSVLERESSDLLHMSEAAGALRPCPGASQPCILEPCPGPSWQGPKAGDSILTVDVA
# NPY-Y2 antag – NPY-Y2 (human) receptor antagonism | inhibition, % at 2.7 µM | actives 0.99% (n = 140,000) | AID 793 | NPY-Y2 expressing cells, antagonist mode; in the data active = inhibition above about 17%;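 note: 0% = vehicle with agonist challenge and 100% = reference antagonist with challenge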
# Target sequence (P49146 whole entry, looked up): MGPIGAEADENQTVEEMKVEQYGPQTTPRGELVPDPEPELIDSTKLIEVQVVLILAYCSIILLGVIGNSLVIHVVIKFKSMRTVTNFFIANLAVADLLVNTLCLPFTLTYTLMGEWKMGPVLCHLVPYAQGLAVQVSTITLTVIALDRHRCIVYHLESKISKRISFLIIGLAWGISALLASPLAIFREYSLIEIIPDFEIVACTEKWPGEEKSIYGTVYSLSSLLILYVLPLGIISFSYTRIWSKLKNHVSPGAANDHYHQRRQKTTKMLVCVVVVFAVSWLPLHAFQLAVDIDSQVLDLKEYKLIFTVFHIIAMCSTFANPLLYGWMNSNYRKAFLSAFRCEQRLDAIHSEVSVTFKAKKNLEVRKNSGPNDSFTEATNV
# BB579 growth dn – chemicals that inhibit yeast BB579 growth in restrictive medium (lifespan-shortening candidates); S. cerevisiae BB579 growth, OD615, 48 h; inhibition, % at 10 µM; actives 0.51% (n = 140,000); AID 804;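 active = inhibition above a set limit, 3 SD over the mean compound inhibition, cut at about 44% in these data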; note: inactives centre near -24
#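 Detection: OD615 turbidity measurement; Material: Saccharomyces cerevisiae DeaD strain BB579, replicative lifespan model yeast; Timing: 48 h exposure, 30 °C; Doses: single 10 µM dose; Medium: CSMM-D restrictive synthetic medium containing dextrose (glucose); Controls: amphotericin B at 10 µg/mL as positive control.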
# Measles CPE – protection of cells from measles virus; AID 841; Measles virus-infected cells, CPE protection, absorbance; protection (pct of control), % at 4 µM; actives 1.5% (n = 140,000); in the data active = protection mostly above about 24%, no sharp cut-off; inactive = mostly below about 26%; note: some compounds called inactive have numbers as strong as hits
# Phagocytosis inh – blocks phagocytosis by macrophages; inhibition, % at 5 µM; J774A.1 macrophage IgG-bead phagocytosis, imaging; AID 1029; actives 0.07% (n = 110,000);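 active = inhibition above the mean of the plate negative controls plus 5 SD, cut at about 13% in these data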;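 note: phagocytic index as fraction of beads internalized from green versus red external bead signal; plate controls were DMSO negative control for no effect and cytochalasin-D positive control for full effect; some results beyond the cut were filed as inactive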
# MRP-1 activ – activates MRP-1 | viability increase, % at 10 µM | actives 0.61% (n = 140,000) | H69AR cells + doxorubicin, viability rescue, CellTiter-Glo;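 active = viability gain under doxorubicin at or above a set limit, the compound median plus 3 SD, cut at about 4.7% in these data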;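 note: MRP-1 overexpressing cells given doxorubicin 25 µM after compound pretreatment; 18-22 h compound pretreatment then 72 h with doxorubicin before readout; 0% = doxorubicin-only wells and 100% = vehicle-treated cells without doxorubicin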
# HCT116 bCat-KO – beta-catenin-lacking colon tumor cell growth suppression; HCT116 beta-catenin knockout viability, CellTiter-Glo, 60 h; stronger effect = lower value; viability, % at 10 µM; actives 1.5% (n = 140,000);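 active = viability at or under a set limit, the compound median less 4 SD, cut at about 6% in these data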;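 note: 0% = Hyamine 1622 control at 20 µM and 100% = untreated cell control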
# E-sel TNF inh – blocks E-selectin expression induced by TNF alpha. HUVEC TNFa-induced E-selectin immunofluorescence, high content. inhibition, % at 2 µM. actives 0.71% (n = 120,000);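 active = inhibition above the batch mean plus 3 SD, and confirmed as a hit on visual image review, cut at about 43% in these data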;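 note: 0% = TNF-stimulated DMSO wells and 100% = unstimulated control wells; not every result past the cut was called active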
# * = called active by the depositor; / = not tested or not shown.
cpd	SMILES	Yeast lifespan up	HCT116 PTEN-null	GALR2 blocker	NPY-Y2 antag	BB579 growth dn	Measles CPE	Phagocytosis inh	MRP-1 activ	HCT116 bCat-KO	E-sel TNF inh
1	O=C(NCc1ccc(Cl)cc1)C1=Cc2cc(Cl)ccc2OC1	-4	92	-7	8	-38	9	0	0.5	91	5
2	CC(=O)Nc1ccc(C(=O)CSc2nc3ccccc3n2CC(=O)N2CCCC2)cc1	1	101	10	1	-45	7	-1	-0.5	86	-34
3	O=C(N/N=C/c1ccncc1)c1nc(-c2ccccc2)n2c1CCCCC2	-20	97	-10	-2	-4	16	/	-2.7	99	5
4	CCOC(=O)N1CCN(C(=O)Cn2ncc3ccccc32)CC1	-7	106	-3	-1	17	6	0	-2.2	98	16
5	CCCCCCn1cnc2c(c1=O)c1nc3ccccc3nc1n2Cc1cccs1	-1	79	-2	0	-29	8	-4	-1.6	82	38
6	CCOC(=O)N1CCN(c2ccc(C(=O)c3cccc(F)c3)cc2)CC1	-4	71	-7	6	-66	5	-1	0.1	60	10
7	O=c1c(/C=C(\O)c2ccccc2)nc2ccccc2n1-c1ccccc1	-22	77	3	2	-15	0	/	-0.4	85	4
8	COc1ccc(N2C(=O)C(Cl)=C(N3CCCC3)C2=O)cc1	-6	96	2	-1	-24	4	1	-0.9	85	26
9	Cc1ccccc1NC(=O)c1cnc2ccccn2c1=O	-11	83	2	2	27	4	-2	0.8	90	13
10	O=C1CC(c2cccnc2)c2cc3c(cc2N1)OCO3 (centres undefined)	-6	105	9	1	-5	15	0	-0.5	100	-20
11	Cn1ncc(Br)c1C(=O)N1CCOCC1	7	100	8	4	-32	8	5	1.1	104	/
12	O=C(CCN1CCOCC1)Nc1ccc2c(c1)CCC2	-9	100	-2	2	-19	19	/	-0.5	85	-9
13	CCOCC(=O)Nc1cccc(C(=O)OCC)c1	-7	95	-8	1	-24	5	-3	-2.9	97	-29
14	Cc1ccc(S(=O)(=O)Nc2c(C)n(C)n(-c3ccccc3)c2=O)cc1C(=O)NCc1ccccn1	-7	100	-1	1	-64	2	0	-1.4	86	/
15	CCCc1nc(SCC(=O)Nc2cc(Cl)ccc2OC)c2c(=O)n(C)c(=O)n(C)c2n1	-1	81	11	5	-38	-1	-1	-0.7	85	/
16	CCCCn1c(=O)[nH]c(=O)c2c1nc(-c1ccc(-c3ccccc3Br)o1)n2CCOC	-3	41	3	-1	-10	12	-4	-3.6	34	-56
17	COc1ccc2nc(SCC(=O)Nc3ccc4sc(C)nc4c3)c(C#N)cc2c1	-9	8	-2	2	-18	40	-1	-4.6	25	-28
18	Cc1onc(-c2ccccc2)c1C(=O)N/N=C/c1ccc([N+](=O)[O-])s1	5	2.6*	2	-3	-3	9	-3	-4.6	2.9*	-7
19	COc1ccc(NC(=S)Nc2ccc(OC)cc2OC)c(OC)c1	0	105	-5	-1	-23	2	1	-3.5	101	/
20	O=[N+]([O-])c1cccc(-c2nc(NCc3ccccc3)c3ccccc3n2)c1	3	85	10	-4	-23	5	0	-2.4	69	-17
21	COc1ccccc1C(=O)Nc1ccccn1	-16	94	15	3	-51	0	-1	-0.8	90	11
22	COCC(C)NC(=O)c1ccc(-n2nc(C(F)(F)F)cc2-c2cccs2)cc1 (centres undefined)	-6	84	-2	4	-8	31	1	-4.2	87	-17
23	CCCN1C2=NS(=O)(=O)CCN2c2ccccc21	-14	103	-8	5	-32	4	0	-0.5	92	0
24	CCN=C1NN=C(c2ccc(C)cc2)CS1	-25	100	-7	0	-2	5	/	-4.5	90	0
25	Cc1[nH]cnc1CSCc1ccc(F)cc1	9	84	10	1	0	5	-7	-1.8	85	/
26	CCOC1OC(=O)C(Cl)=C1Nc1ccccc1C (centres undefined)	1	98	5	1	-28	7	-1	0.0	95	-4
27	CCOC(=O)N1CCN(C(=O)c2c(-c3ccccc3)noc2C)CC1	-3	100	-1	0	-20	6	1	-3.6	92	-25
28	COc1ccc(C)cc1S(=O)(=O)N1CCC(C)CC1	-5	78	5	4	-26	6	-1	-0.8	75	-19
29	CC(C)(C#N)NC(=O)c1ccco1	-2	90	5	2	-41	3	-5	-1.9	85	7
30	O=C(c1cccc(-c2ccc(O)cc2)c1)N1CCOCC1	-6	100	7	-1	-25	18	-1	-0.5	81	2
31	Cc1cc(C)cc(N=C2NC(=O)/C(=C/c3cccs3)S2)c1	-5	88	-2	5	-29	24	/	-2.1	101	16
32	CSc1nc2sc(-c3ccccc3)cc2c(=O)n1N	-12	24	8	2	-20	34	/	-2.9	9	20
33	Cc1ccc(S(=O)(=O)NCC(=O)N(c2ccccc2)C(C(=O)NCc2ccccc2)c2ccco2)cc1 (centres undefined)	10	78	0	5	-47	6	-13	-2.4	87	/
34	O=C(Nc1nnc(-c2ccc(Cl)cc2)o1)c1cccc(N2C(=O)CCC2=O)c1	2	83	-17	2	-41	5	-1	-2.1	94	/
35	Cc1ccc(NC(=O)CN(C)S(=O)(=O)c2cccc3nsnc23)cc1	-6	75	-3	2	-43	21	0	-2.6	83	1
36	CCOC(=O)N1CCC(NS(=O)(=O)c2cc(Br)cnc2N)CC1	-3	98	2	0	-21	17	-1	1.0	99	/
37	O=C(Cc1ccccc1)N1CCC(c2nc(-c3ccc(F)cc3)no2)CC1	-12	82	-2	9	-55	8	-4	-4.1	83	-13
38	Cc1ccc(C2NC(=O)NC3=C2CCc2ccccc23)cc1 (centres undefined)	10	75	11	0	-1	4	-3	-6.0	77	/
39	CCCS(=O)(=O)N1CCCC(C(=O)NCCN2CCC(Cc3ccccc3)CC2)C1 (centres undefined)	-12	91	-8	3	-31	11	-2	-0.9	85	-6
40	CC1(C)Cc2c(sc3nc(-c4ccccc4)n(N)c(=O)c23)CO1	-18	89	-9	0	-35	4	1	-0.6	82	3
41	COC(=O)CSc1nnc(-c2ccc(S(=O)(=O)N3CCCC3)cc2)n1C	2	96	-4	3	-12	4	2	-0.4	100	21
42	O=C1Nc2ccccc2C(=O)C1(Cl)Cc1ccccc1 (centres undefined)	-4	88	5	-1	-50	4	/	-6.2	87	/
43	CCCn1nnnc1-c1cc(Cl)cc(Cl)c1	-16	94	6	0	-28	3	/	-2.1	102	3
44	CCCCOc1ccc(S(=O)(=O)Nc2ccc(NC(C)=O)cc2)cc1	/	84	16	-1	-11	12	/	-3.7	77	-8
45	Cn1c(CCNC(=O)OC(C)(C)C)n[nH]c1=S	-8	101	-3	-1	-18	/	0	-0.3	96	3
46	CC(C)NC(=O)Cn1c(=O)cnc2ccccc21	3	104	6	1	3	6	-5	-1.2	93	/
47	CCOc1ccc(Cc2nc(-c3nonc3N)no2)cc1OCC	-26	87	15	7	-7	22	0	-2.0	101	-11
48	O=C(NC1CCCCC1)c1noc2c1CCCCC2	6	76	12	4	3	21	-1	-3.0	71	-52
49	Cc1occc1-c1nnc(SCC(=O)Nc2ccc3c(c2)OCO3)n1CC1CCCO1 (centres undefined)	3	87	-8	0	-14	31	3	-3.0	86	/
50	CCOc1cc(-c2noc(-c3cccnc3)n2)ccc1OC	-19	103	9	1	-37	2	-1	0.9	92	/
51	O=C(Nc1cc(C(F)(F)F)ccc1N1CCOCC1)c1ccc[n+]([O-])c1	-14	78	3	-2	-17	32	/	-2.4	91	7
52	CC(=O)Nc1nc(SCCCc2ccccc2)n[nH]1	-6	109	-5	9	-33	7	-1	-0.1	94	7
53	CCN1CCCC1CNC(=O)C(=O)Nc1ccccc1OC (centres undefined)	-4	98	-1	2	-17	18	/	-2.0	102	/
54	O=C(O)c1oc2ccccc2c1CSc1ccccn1	-9	110	3	6	-15	9	1	-0.7	101	9
55	O=C(CSc1nnc(-c2ccccc2)n1-c1ccc(Cl)cc1)N/N=C/c1ccco1	0	74	1	4	-24	13	-3	5.2*	87	19
56	O=C(N/N=C/c1ccc2c(c1)OCO2)c1cc(-c2ccncc2)nc2ccccc12	9	22	6	3	-44	16	0	-2.8	23	/

# Following part:
cpd	SMILES	Yeast lifespan up	HCT116 PTEN-null	GALR2 blocker	NPY-Y2 antag	BB579 growth dn	Measles CPE	Phagocytosis inh	MRP-1 activ	HCT116 bCat-KO	E-sel TNF inh
57	Cc1nc(Sc2cccn2C)c(C(F)(F)F)c(=O)[nH]1	-7	93	-5	2	-42	2	0	-0.7	82	-1
58	COc1ccc(S(=O)(=O)N2CCOCC2)cc1C(=O)Nc1cc(C)on1	-15	100	-4	6	-27	7	-2	-0.5	101	-4
59	CCc1nnc(NC(=O)C2CCC2)s1	-1	96	7	-1	-25	3	2	-0.5	95	0
60	CSc1nc(N2CCOCC2)c2ccccc2n1	-19	92	0	3	-19	9	-1	-0.2	86	-7
61	COC(=O)c1ccc(C(=O)OC)c(NC(=O)CN(C)Cc2cccc(Cl)c2Cl)c1	-5	74	6	5	-8	4	-4	0.7	85	-10
62	Cc1cc(=O)n2[nH]c(C)c(-c3ccc(Cl)cc3)c2n1	-17	18	9	7	-23	5	-2	-1.2	21	-17
63	C/C(=N\NC(=O)CNC(=O)C(c1ccccc1)c1ccccc1)c1ccc(C)cc1	1	87	2	2	-26	3	0	0.5	90	/
64	CCOC(=O)C1CCN(C(=O)Nc2ccc3oc(C)nc3c2)CC1	-11	96	1	4	-26	3	-2	-1.0	90	-5
65	O=C(c1ccc([N+](=O)[O-])cc1)N(C1=NCCCCS1)c1ccccc1	-7	99	4	3	-37	25	/	-0.7	87	39
66	COc1ccc(NC(=S)N2CCc3ccccc3C2)cc1	-2	85	-2	1	-27	3	-5	0.9	96	/
67	O=C(C1=NNC2C(=O)N(c3ccccc3)C(=O)C12)c1nc(Cl)ccc1Cl (centres undefined)	0	100	3	0	-62	21	-5	2.4	96	23
68	CC(C)c1cc(C(N)=O)c(NC(=O)c2cccc(COc3ccc(Cl)cc3)c2)s1	-10	31	15	0	-31	21	-2	0.8	26	-88
69	CCc1nnc(NC(=O)CSc2nnnn2-c2cccc(C(=O)OC)c2)s1	-5	106	2	4	-59	1	-3	-0.6	98	40
70	COc1ccc(CNC(=O)COC(=O)C2CCN(S(=O)(=O)c3ccccc3C(F)(F)F)CC2)cc1	2	91	4	1	-25	10	-8	0.5	86	-12
71	COc1ccc(Oc2nc3ccccc3n3cccc23)cc1	-10	87	-6	1	-23	12	0	-1.8	89	/
72	CCOc1ccc(NC(=O)CN(C)c2nnnn2-c2ccccc2)cc1OCC	-13	88	6	-2	-3	7	-1	-1.4	80	/
73	Cc1cc(=O)[nH]c(Sc2c(-c3ccccc3)c3ccccc3[nH]c2=O)n1	-11	80	13	6	-8	3	0	-3.5	86	10
74	COc1ccc2c(c1)CC(C1(O)C(=O)N(C)c3ccccc31)C2=O (centres undefined)	-5	79	3	7	-28	9	-1	-0.9	85	-35
75	CCOC(=O)c1[nH]c2ccc(Cl)cc2c1NC(=O)/C=C/c1ccc2c(c1)OCO2	3	93	-5	4	-12	29	-3	-3.1	84	13
76	CCNC(=S)NNC(=O)c1cccc(Br)c1	-1	93	-1	7	-43	37	/	1.1	98	-34
